C diff HTS: C. difficile growth inhibitors, primary screen, HTS; Clostridium difficile clinical isolate growth, OD600, 24 h; stronger effect = lower value; growth activity, negative = inhibition, % at 16 µg/mL (by protocol); actives 0.25% (n = 86,000);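 active = mean growth activity at or below -80% and every replicate also at or below -80%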;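 note: 0% = DMSO wells and -100% = levofloxacin 16 µg/mL wells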
Tcruzi prolif: T. cruzi intracellular proliferation inhibitors, primary screen, cell-based, beta-gal Tulahuen parasites, NIH3T3 host, luminescence; T. cruzi beta-gal in NIH3T3, GalScreen luminescence, 90 h; inhibition, % at 8.34 µM; actives 5.9% (n = 77,000); AID 624255, 2012;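 active = mean inhibition above about 93%, with at least 55% of replicates each passing it, limit read from the data, passing the limit was not always enough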
Pf Dd2 growth: P. falciparum Dd2 growth inhibitors, primary screen, SYBR Green fluorescence, single dose replicates | activity change, % at 10 µM | actives 2.3% (n = 94,000) | 72 h; stronger effect = lower value; in the data active = activity change below about -80%
KDM4C inh: inhibitors of GASC-1 (KDM4C) histone demethylase, primary screen, biochemical, single concentration HTS. GST-KDM4C 2-372, H3K9me3 peptide, LANCE TR-FRET. inhibition, % at 12.5 µM. actives 0.15% (n = 96,000);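 active = mean replicate inhibition above about 25%, with at least 55% of replicates also reaching it, limit read from the data, passing the limit was not always enough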
Target sequence (Q9H3R0 2-372 limits assumed): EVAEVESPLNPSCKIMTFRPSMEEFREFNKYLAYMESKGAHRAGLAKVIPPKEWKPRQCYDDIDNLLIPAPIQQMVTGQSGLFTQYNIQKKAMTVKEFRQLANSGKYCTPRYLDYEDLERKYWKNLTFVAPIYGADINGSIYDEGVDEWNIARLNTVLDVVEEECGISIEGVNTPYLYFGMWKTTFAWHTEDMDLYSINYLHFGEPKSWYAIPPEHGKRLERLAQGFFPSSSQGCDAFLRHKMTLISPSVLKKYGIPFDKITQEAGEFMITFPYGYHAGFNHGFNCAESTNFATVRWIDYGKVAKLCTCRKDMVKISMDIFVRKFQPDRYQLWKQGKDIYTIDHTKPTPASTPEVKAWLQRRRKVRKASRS
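Assay system: GST-GASC-1 enzyme fragment 2-372 | Amount: 10 nM enzyme | Medium: HEPES buffer, pH 7.5, plus ascorbate | Reagent: H3K9me3 peptide substrate, Fe(II), 2-oxoglutarate | Doses: Single-point compound screen | Incubation: 30 min demethylation and 1 h detection at room temperature | Measured by: LANCE TR-FRET, excitation 340 nm, emissions 618 and 671 nm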
Numbers without * were called inactive; . = not tested or not shown. An unsorted share of the library. About 6.7% of those tested had a hit in this group.

structure | C diff HTS | Tcruzi prolif | Pf Dd2 growth | KDM4C inh
N#C[C@H]1[C@@H](c2ccc(C#CC3(O)CCCC3)cc2)[C@@H](CO)N1C(=O)C1CCCC1 | 0 | 92 | -22 | -3.0
COCC(=O)Nc1ccc2c(c1)C(=O)N(C)C[C@@H](OC)[C@@H](C)CN(Cc1cccnc1)[C@@H](C)CO2 | . | -60 | 13 | -0.8
CCC(=O)N1C[C@@H](C)[C@H](OC)CN(C)C(=O)c2ccc(NC(=O)c3cc(C)on3)cc2OC[C@@H]1C | 1 | -16 | 15 | 0.4
C[C@@H]1CN([C@H](C)CO)C(=O)c2cc(C#Cc3cccc(F)c3)cnc2O[C@@H]1CN(C)Cc1ccccn1 | -3 | 17 | -43 | -3.6
COc1ccc(NC(=O)N[C@@H]2C=C[C@@H](CC(=O)NC3CCC3)O[C@@H]2CO)cc1 | 5 | . | 19 | 3.0
COCC(=O)N1CCC2(CC1)CN(Cc1cc(F)ccc1F)[C@@H](CO)c1c2c2ccc(OC)cc2n1C | 2 | . | -68 | .
COc1ccc2c3c(n(C)c2c1)[C@H](CO)N(S(C)(=O)=O)CC31CCN(CC2CCCC2)CC1 | 2 | . | -74 | -0.7
C[C@H](CO)N1C[C@H](C)[C@H](CN(C)C(=O)Nc2cccc3ccccc23)Oc2ccc(NS(=O)(=O)c3cn(C)cn3)cc2CC1=O | -2 | 12 | 2 | 1.2
O=C(Nc1ccc(F)cc1)N[C@@H]1CC[C@@H](CCn2cc(-c3ccccc3F)nn2)O[C@@H]1CO | -1 | . | . | -2.7
CNC[C@@H]1Oc2ncc(C#CC3(O)CCCC3)cc2C(=O)N([C@H](C)CO)C[C@@H]1C | 3 | . | 20 | 1.1
C[C@H]1CN([C@@H](C)CO)C(=O)c2cc(C3=CCCCC3)cnc2O[C@H]1CN(C)S(C)(=O)=O | . | 30 | 23 | 4.5
COc1ccccc1NC(=O)N1C[C@H]2[C@@H](c3ccccc31)[C@@H](CO)N2Cc1ccc2c(c1)OCO2 | 8 | 52 | -9 | -0.4
Cc1ccc(S(=O)(=O)Nc2ccc3c(c2)CC(=O)N([C@H](C)CO)C[C@H](C)[C@H](CN(C)C(=O)Nc2ccccc2)O3)cc1 | -3 | 48 | -14 | -1.2
CN(C)C(=O)c1ccc(-c2ccc([C@@H]3[C@H]4CN(C(=O)C5CC5)CCCCN4[C@H]3CO)cc2)cc1 | 3 | 26 | -35 | 0.4
CO[C@@H]1CC[C@H]2CCN(C)C(=O)[C@H](C)N(C)C(=O)c3cccc(C#N)c3OC[C@H]1O2 | . | -53 | . | 1.4
CN(C)C(=O)C[C@@H]1CC[C@@H](NC(=O)NC2CCCC2)[C@H](CO)O1 | . | -31 | 2 | 0.0
Cc1ccc(S(=O)(=O)N[C@@H]2CC[C@@H](CCNC(=O)C3CCCCC3)O[C@@H]2CO)cc1 | . | 15 | 4 | -0.1
C[C@@H]1CCCCO[C@@H](CN(C)Cc2ccc(C(=O)Nc3ccccc3N)cc2)[C@@H](C)CN([C@H](C)CO)C(=O)c2cc(NC(=O)c3ccccc3)ccc2O1 | -1 | . | -84* | -0.9
O=C(C[C@@H]1CC[C@@H](NC(=O)Nc2ccc(C(F)(F)F)cc2)[C@H](CO)O1)NCc1cccc(F)c1 | 5 | -16 | -7 | -3.1
C[C@@H]1CN([C@H](C)CO)C(=O)c2cc(NS(=O)(=O)c3cn(C)cn3)ccc2O[C@@H](C)CCCCO[C@H]1CN(C)C(=O)Nc1ccc(C(F)(F)F)cc1 | 19 | 28 | -1 | -4.4
Cc1noc(C)c1NC(=O)N(C)C[C@@H]1Oc2c(NC(=O)CCCCCC(=O)Nc3ccccc3N)cccc2C(=O)N([C@@H](C)CO)C[C@H]1C | 11 | . | 21 | 0.4
O=C(Nc1cc(F)ccc1F)N1CCCCN2[C@@H](CO)[C@@H](c3ccc(-c4ccccc4)cc3)[C@@H]2C1 | 49 | -1 | -78 | -1.6
C[C@@H]1CN([C@H](C)CO)S(=O)(=O)c2ccc(-c3ccccc3)cc2O[C@@H]1CN(C)C(=O)C1CC1 | -10 | 84 | 26 | -1.6
C[C@H]1CN([C@@H](C)CO)C(=O)Cc2cc(NC(=O)Cn3cnnn3)ccc2O[C@H]1CN(C)S(C)(=O)=O | 10 | -5 | 22 | 1.0
COc1ccc(S(=O)(=O)N(C)C[C@H]2OCCCC[C@@H](C)Oc3ccc(NC(=O)NC(C)C)cc3C(=O)N([C@H](C)CO)C[C@H]2C)cc1 | 8 | 17 | . | -0.6
CCCNC(=O)N1[C@@H]2CN(C(=O)Nc3cccc(Cl)c3)c3ccccc3[C@@H]2[C@@H]1CO | -11 | 69 | -11 | -1.0
CC(C)NC(=O)N(C)C[C@H]1Oc2ncc(Br)cc2C(=O)N([C@H](C)CO)C[C@@H]1C | 0 | . | 9 | 2.1
C[C@H](CO)N1C[C@H](C)[C@H](CN(C)Cc2ccc(Cl)c(Cl)c2)Oc2ccc(NS(=O)(=O)c3ccc(F)cc3)cc2CC1=O | . | 82 | -27 | -2.8
C[C@@H]1CN([C@H](C)CO)C(=O)c2cccc(NC(=O)Nc3cccc4ccccc34)c2O[C@@H]1CN(C)Cc1ccc(Oc2ccccc2)cc1 | . | -57 | -55 | -2.6
C[C@@H]1CN([C@H](C)CO)C(=O)Cc2cc(NC(=O)C3CCCCC3)ccc2O[C@H]1CN(C)C(=O)Nc1ccccc1 | -7 | 50 | 18 | 1.5
C[C@@H]1CN([C@H](C)CO)C(=O)c2cc(-c3cccc(F)c3)cnc2O[C@@H]1CN(C)C(=O)Nc1ccccc1F | 1 | 57 | 16 | 0.1
O=C(NCC(F)(F)F)[C@H]1[C@H](CO)[C@H]2Cn3c(cccc3=O)[C@H]2N1C(=O)C1CC1 | 1 | 80 | . | -2.0
CNC[C@H]1OCCCC[C@@H](C)Oc2ccc(NC(=O)Nc3ccc(OC)cc3)cc2C(=O)N([C@H](C)CO)C[C@H]1C | -1 | 21 | 0 | -2.2
C[C@@H]1CN([C@@H](C)CO)C(=O)c2cccc(NS(=O)(=O)c3cccs3)c2O[C@H]1CN(C)Cc1ccncc1 | 5 | -72 | 28 | -2.4
CC(C)NC(=O)N(C)C[C@@H]1Oc2ccc(NC(=O)Cn3cnnn3)cc2C(=O)N([C@H](C)CO)C[C@@H]1C | -2 | 91 | 2 | 0.2
CCCNC(=O)Nc1ccc2c(c1)OC[C@@H](C)N(C(=O)c1ccccc1F)C[C@H](C)[C@H](OC)CN(C)C2=O | . | 24 | 22 | -0.4
C[C@H](CO)N1C[C@H](C)[C@H](CN(C)S(=O)(=O)c2ccc(F)cc2)Oc2ccc(NC(=O)Cn3cnnn3)cc2CC1=O | -8 | -13 | 3 | -0.7
O=C(C[C@H]1C[C@@H]2c3cc(NC(=O)Nc4ccccc4)ccc3O[C@@H]2[C@H](CO)O1)NCc1ccccn1 | 1 | 8 | 8 | -1.2
COC(=O)c1ccc(CN2CC(=O)N3[C@H](CO)[C@@H](c4ccc(-c5ccc(OC)cc5)cc4)[C@H]3C2)cc1 | 0 | . | -1 | 3.3
C[C@H]1CN([C@@H](C)CO)C(=O)c2cc(NC(=O)Nc3ccc(F)cc3)ccc2O[C@H]1CN(C)S(=O)(=O)c1cccs1 | . | -82 | 6 | -0.9
CCC(=O)N1CCCCN2[C@H](CO)[C@@H](c3ccc(-c4cccc(C(=O)N(C)C)c4)cc3)[C@@H]2C1 | -4 | -7 | 22 | -0.4
C/C=C/c1ccc([C@H]2[C@@H](CO)N(C(=O)NCCC)[C@H]2CNC(=O)C2CCC2)cc1 | -4 | . | -2 | 2.3
COc1ccc2c3c(n(C)c2c1)[C@H](CO)N(C(=O)Nc1ccc(F)cc1)CC31CCN(Cc2ccccn2)CC1 | -4 | . | -89* | 0.1
CC(=O)N1CCCCN2[C@@H](CO)[C@H](c3ccc(-c4ccncc4)cc3)[C@@H]2C1 | -6 | 76 | -35 | -0.4
O=C(C[C@@H]1C=C[C@@H](NS(=O)(=O)c2cccc(F)c2)[C@H](CO)O1)N1CCCCC1 | -5 | 14 | 0 | 1.8

3 compounds already listed, arranged by the number in KDM4C inh, low to high.
molecule | KDM4C inh
C[C@@H]1CN([C@@H](C)CO)C(=O)c2cccc(NS(=O)(=O)c3cccs3)c2O[C@H]1CN(C)Cc1ccncc1 | -2.4
C[C@H]1CN([C@@H](C)CO)C(=O)c2cc(NC(=O)Nc3ccc(F)cc3)ccc2O[C@H]1CN(C)S(=O)(=O)c1cccs1 | -0.9
CCC(=O)N1CCCCN2[C@H](CO)[C@@H](c3ccc(-c4cccc(C(=O)N(C)C)c4)cc3)[C@@H]2C1 | -0.4

The listing picks up, starting 3 compounds before the break.
structure | C diff HTS | Tcruzi prolif | Pf Dd2 growth | KDM4C inh
COc1ccc2c3c(n(C)c2c1)[C@H](CO)N(C(=O)Nc1ccc(F)cc1)CC31CCN(Cc2ccccn2)CC1 | -4 | . | -89* | 0.1
CC(=O)N1CCCCN2[C@@H](CO)[C@H](c3ccc(-c4ccncc4)cc3)[C@@H]2C1 | -6 | 76 | -35 | -0.4
O=C(C[C@@H]1C=C[C@@H](NS(=O)(=O)c2cccc(F)c2)[C@H](CO)O1)N1CCCCC1 | -5 | 14 | 0 | 1.8
C[C@@H]1CN([C@H](C)CO)C(=O)Cc2cc(NC(=O)Nc3ccc(F)cc3)ccc2O[C@H]1CN(C)S(C)(=O)=O | -2 | 93 | 19 | 0.9
O=C(C[C@@H]1CC[C@@H](NC(=O)c2ccncc2)[C@H](CO)O1)Nc1ccccc1 | 0 | 40 | -8 | 0.5
COc1ccc2c3c([nH]c2c1)[C@@H](CO)N(C)CC31CN(C(=O)NC(C)C)C1 | -5 | . | -29 | 0.4
O=C(C1CCCC1)N1CC(=O)N2[C@H](C1)[C@H](c1ccc(Br)cc1)[C@@H]2CO | 0 | . | 44 | -0.2
O=C(C[C@H]1CC[C@H]2[C@@H](COC[C@@H](O)CN2C(=O)c2cccnc2)O1)NCc1ccc(-c2ccccc2)cc1 | . | -26 | -5 | -0.2
O=C(Nc1cc(F)ccc1F)N1CC(=O)N2[C@@H](CO)[C@H](c3ccc(/C=C/c4ccccc4)cc3)[C@@H]2C1 | -1 | . | -15 | -3.0
Cc1ccc(S(=O)(=O)Nc2ccc3c(c2)C(=O)N([C@@H](C)CO)C[C@@H](C)[C@H](CN(C)S(=O)(=O)c2c(C)noc2C)OCCCC[C@@H](C)O3)cc1 | -5 | 16 | 0 | -0.6
CN(C)C(=O)[C@H]1[C@H](CO)[C@H]2Cn3c(ccc(-c4cccnc4)c3=O)[C@H]2N1Cc1ccccc1F | 0 | 31 | -2 | 1.5
COc1ccc(S(=O)(=O)N(C)C[C@H]2OCCCC[C@@H](C)Oc3ccc(NC(=O)Nc4cccc5ccccc45)cc3C(=O)N([C@@H](C)CO)C[C@H]2C)cc1 | -8 | 104 | -77 | -7.7
C[C@H]1CN([C@@H](C)CO)C(=O)Cc2cc(NC(=O)c3ccncc3)ccc2O[C@H]1CN(C)S(=O)(=O)c1cn(C)cn1 | -1 | -11 | 17 | -2.1
Cc1ccc(S(=O)(=O)Nc2ccc3c(c2)C(=O)N([C@H](C)CO)C[C@@H](C)[C@@H](CN(C)S(=O)(=O)c2cn(C)cn2)OCCCC[C@H](C)O3)cc1 | 1 | -29 | -30 | -2.5
C[C@@H]1CN([C@H](C)CO)C(=O)c2cccc(NC(=O)c3nc4ccccc4s3)c2O[C@@H]1CN(C)C | 3 | . | -31 | 1.1
C[C@H](CO)N1C[C@H](C)[C@@H](CN(C)C(=O)CN2CCOCC2)Oc2ncc(C#CCN(C)C)cc2C1=O | 3 | -24 | 48 | 1.4
C/C=C/c1cnc2c(c1)C(=O)N([C@@H](C)CO)C[C@@H](C)[C@H](CN(C)C(=O)Nc1ccc(F)cc1)O2 | 0 | . | 36 | 2.0
COCC(=O)Nc1ccc2c(c1)C(=O)N(C)C[C@H](OC)[C@H](C)CN[C@H](C)CO2 | 1 | -6 | -17 | 1.1
CO[C@H]1CN(C)C(=O)c2ccc(NC(=O)CC(F)(F)F)cc2OC[C@H](C)N(C(=O)c2ccccc2F)C[C@H]1C | -5 | . | 21 | -0.3
O=C(Nc1ccccc1F)N[C@H]1CC[C@@H](CCNS(=O)(=O)c2ccc(Cl)cc2)O[C@@H]1CO | . | -18 | -3 | -1.4
C[C@@H]1CN([C@@H](C)CO)S(=O)(=O)c2ccc(-c3ccccc3)cc2O[C@H]1CN(C)Cc1ccccn1 | -5 | 93 | -53 | 0.6
C[C@H](CO)N1C[C@H](C)[C@@H](CN(C)S(C)(=O)=O)Oc2ncc(C#Cc3cccnc3)cc2C1=O | 6 | 18 | -3 | -1.2

From PubChem BioAssay
